Bioassay records (PubChem)
All columns: NCI-60 one-dose screen, growth in % after 48 h at 10 µM unless noted; 100 = growth as untreated, 0 = no growth, -100 = all killed.
UO-31 = UO-31 renal cancer; actives 5.2% (n = 81,000); AID 1794768
SF-295 = SF-295 CNS cancer cells | actives 5.6% (n = 79,000)
PC-3 = PC-3 prostate cancer cells. AID 1794754. actives 3.9% (n = 80,000)
TK-10 = TK-10 renal cancer cells; actives 3.9% (n = 81,000); AID 1794769
U251 = U251 CNS tumor cells; actives 5.4% (n = 80,000)
SF-539 = SF-539 CNS cancer; actives 6.8% (n = 81,000)
786-0 = 786-0 renal cancer cells | actives 5.1% (n = 81,000)
SN12C = SN12C renal cancer cells; actives 3.8% (n = 81,000); AID 1794767
DU-145 = DU-145 prostate cancer; actives 4.2% (n = 81,000); AID 1794760
The depositor's hits bear a star; nt = not tested or not shown; [ ] = dose if it differs, or a comment. How the source made its calls: active means growth percent below 10; inactive means the rest.

Preview, 2 compounds:
structure | UO-31 | SF-295 | PC-3 | TK-10 | U251 | SF-539 | 786-0 | SN12C | DU-145
CCOC(=O)C(=Cc1ccccc1[N+](=O)[O-])C(=O)OCC | 41 | 95 | 47 | 22 | 23 | -16* | 28 | 24 | -52*
C/C(Cc1ccc(Cl)cc1)=C(/c1ccc(Cl)cc1)c1ccc(OCCN2CCOCC2)cc1 | 95 | 102 | 95 | 104 | 105 | 106 | 105 | 101 | 107

All compounds of this part, repeating the preview:
structure | UO-31 | SF-295 | PC-3 | TK-10 | U251 | SF-539 | 786-0 | SN12C | DU-145
CCOC(=O)C(=Cc1ccccc1[N+](=O)[O-])C(=O)OCC | 41 | 95 | 47 | 22 | 23 | -16* | 28 | 24 | -52*
C/C(Cc1ccc(Cl)cc1)=C(/c1ccc(Cl)cc1)c1ccc(OCCN2CCOCC2)cc1 | 95 | 102 | 95 | 104 | 105 | 106 | 105 | 101 | 107
NC(N)=Nc1ccc(Oc2cccc(Nc3ccc(Br)c(C(F)(F)F)c3)c2)cn1 | 39 | -87* | -92* | 7.9* | -80* | -50* | -68* | -88* | -94*
CN1c2nc3ccccc3nc2SC1Nc1ccccc1 (stereo not drawn) | 88 | 102 | 98 | 108 | 100 | 91 | 102 | 98 | 80
C=C[C@@H]1C[C@@H]2Cc3ccccc3N1O2 | 102 | 100 | 116 | 108 | 101 | 103 | 104 | 97 | 120
Cc1c(C(=O)NO)sc2ncnc(Nc3ccc(NC(=S)Nc4ccccc4)cc3)c12 | 85 | 98 | 106 | 106 | 104 | 100 | 99 | 101 | 107
CCOC(=O)C(Cc1ccccc1)n1c(O)c(C=Nc2ccccc2)sc1=S (stereo not drawn) | 75 | 91 | 64 | 93 | 96 | 98 | 86 | 102 | 100
CC(COS(=O)(=O)Cc1ccccc1)OS(=O)(=O)Cc1ccccc1 (stereo not drawn) | 90 | 103 | 91 | 98 | 98 | 103 | 105 | 98 | 108
CC1(C)N=C(N)N=C(N)N1c1ccc(CCc2ccccc2)c(Cl)c1 | 88 | 18 | 19 | 21 | 13 | 22 | 20 | 19 | 27
CCN1C(=O)N(CC)C2C1N=C(SC)N2/N=C/c1ccccc1F (stereo not drawn) | 75 | 96 | 102 | 99 | 102 | 93 | 96 | 101 | 107
Cc1cccc(C)c1CC(N)C(=O)O (stereo not drawn) | 98 | 96 | 86 | 87 | 92 | 97 | 96 | 99 | 100
COc1cc(C(=O)/C=C/c2c(-c3ccc(F)cc3)nc3sc(-c4ccccc4)c(-c4ccccc4)n23)cc(OC)c1OC | 76 | 99 | 80 | 104 | 92 | 102 | 92 | 94 | 101
O=C(Nc1cccc(-n2cc(-c3ccncc3)c(-c3ccc(O)c(Cl)c3)n2)c1)Nc1ccc(Cl)c(Cl)c1 | -11* | -40* | -7.9* | 17 | -71* | -20* | -6.9* | 17 | 11
Cc1ccc(Nc2nc(NS(=O)(=O)c3ccc(C)cc3)nc(-c3ccc(Cl)cc3)c2C#N)cc1 | 87 | 99 | 101 | 120 | 103 | 105 | 112 | 105 | 121
CC(=O)OC[C@@]12Oc3c(cccc3-c3ccc(O)c4c3O[C@]3(COC(C)=O)C(=C4O)C(=O)C[C@H](C)[C@@H]3OC(C)=O)C(O)=C1C(=O)C[C@H](C)[C@@H]2OC(C)=O | 9.3* | -22* | 12 | 9.8* | 17 | 18 | 28 | 7.7* | 21
Nc1cc(N)c(O)c(N)c1 | 89 | 101 | 98 | 105 | 99 | 97 | 106 | 108 | 106
O=c1c(CNc2ccc(S(=O)(=O)Nc3nccs3)cc2)coc2ccccc12 | 82 | nt | 107 | 103 | 95 | 107 | 103 | 99 | 110
Cc1cccc(Cc2ccc(Cl)cc2)c1O | 76 | 93 | nt | 105 | 83 | 90 | 84 | 93 | 108
CCCCc1nc(Cl)c(C2CC(c3ccc(S(N)(=O)=O)cc3)=NN2c2ccccc2)[nH]1 (stereo not drawn) | 75 | 105 | 79 | 97 | 100 | 103 | 100 | 112 | 116
CCCCC(=O)c1ccc(OC)cc1 | 97 | 92 | 110 | nt | 98 | 110 | 96 | 105 | 104
CCn1cc(C(=O)N/N=C/c2ccc(Br)cc2)c(=O)c2cc(F)c(N3CCNC(C)C3)c(F)c21 (stereo not drawn) | 68 | 75 | 68 | 100 | 1.4* | 71 | 64 | 52 | 31
CC(=O)Nc1nonc1-c1nc2ccccc2n1Cc1ccc(Cl)cc1Cl | 69 | 55 | 64 | 100 | 67 | 66 | 84 | 83 | 85
Fc1ccc(C(c2ccc(F)cc2)C(Cl)Cl)cc1 | nt | 105 | 92 | 110 | 103 | 106 | 96 | 108 | 104
C#CCN(Cc1ccc2nc(N)[nH]c(=O)c2c1)c1ccc(C(=O)NC(CCC(=O)O)C(=O)O)cc1 (stereo not drawn) | nt | 99 | 65 | 79 | 89 | 0.2* | 12 | 49 | 49
O=c1[nH]cnc2nc[nH]c12 | 94 | 94 | 135 | 115 | 103 | 97 | 114 | 97 | 170
CC1CC(C)C2=NOS3=C2C1=NO3 (stereo not drawn) | 100 | 103 | 97 | 98 | 98 | 104 | 94 | 104 | 111
COc1ccc(/C=C2\Oc3cc(C)c(Cl)cc3C2=O)cc1OC | 89 | 96 | 101 | 112 | 97 | 93 | 96 | 95 | 104
CC(=O)N(C)C1CCc2c(sc(NC(=O)c3ccc(C(C)(C)C)cc3)c2C(N)=O)C1 (stereo not drawn) | 89 | 44 | 46 | 106 | 52 | 80 | 91 | 71 | 59
NC(=O)c1ncn(C2OC(CO)C(O)C2O)n1 (stereo not drawn) | 84 | nt | 85 | 109 | nt | nt | 92 | 82 | 85
CCCCCCNC(=O)Oc1ccc(/C(=C(\C)c2ccccc2)c2ccc(OCCN3CCCCC3)cc2)cc1 | 39 | 35 | 48 | 83 | 50 | 23 | 16 | 71 | 83
C=C1C[C@H]2[C@@H]3C=C(C)C4=CC(=O)CC[C@]4(C)[C@H]3CC[C@]2(C)[C@@]1(OC(C)=O)C(C)=O | 90 | 124 | 88 | 111 | 104 | 99 | 100 | 85 | 96
Cc1[nH]nc2c(=S)[nH]c(=O)[nH]c12 | 93 | 91 | 97 | 108 | 100 | 101 | 97 | 105 | 106
CCC12CCC[N+]3([O-])CCC4(C(=Nc5ccccc54)C(O)(C(=O)OC)C1)C23 (stereo not drawn) | 88 | 102 | 88 | 113 | 108 | 103 | 106 | 100 | 103
C/C(=N\Nc1ccc([N+](=O)[O-])cn1)c1ccc(N)cc1 | 88 | 128 | 94 | 105 | 96 | 94 | 100 | 95 | 116
O=C(/C=C/c1ccccc1)c1cccc(OCCCCOc2cccc(C(=O)/C=C/c3ccccc3)c2)c1 | 89[4.75 µM] | 94[4.75 µM] | 103[4.75 µM] | 93[4.75 µM] | 104[4.75 µM] | 102[4.75 µM] | 102[4.75 µM] | 101[4.75 µM] | 102[4.75 µM]
CC1(C)CC=C(NNC(=O)c2cccnc2)C(=O)C1 | 92 | 83 | 96 | 107 | 101 | 102 | 36 | 91 | 109
O=C(NCc1ccccc1)NC1(C(=O)N2CCC(c3nc4ccccc4[nH]3)CC2)CCCC1 | 82 | 98 | 100 | 95 | 103 | 103 | 93 | 101 | 103
c1ccc2oc(-c3ccc(CCC4CC4)cc3)cc2c1 | 89 | 111 | 107 | 113 | 104 | 99 | 96 | 100 | 110
Cc1ccc(-n2nnc(C(=O)Oc3cc(C)c4sc(=O)[nH]c4n3)c2C)cc1C | 92 | 98 | 102 | 103 | 101 | 98 | 101 | 96 | 106
C/C(=N\O)c1ccc(Cl)cc1 | 91 | 118 | 86 | 107 | 103 | 114 | 107 | 99 | 121
CCCCCCCCCCCCCCC/C([O-])=N/[N+](C)(C)CC(C)O (stereo not drawn) | 66 | 71 | 72 | 95 | nt | 82 | 95 | 85 | 98
Cc1ccc(CSc2ncnc3nc[nH]c23)c2ccccc12 | 82 | 98 | 79 | 93 | 93 | 100 | 95 | 90 | 107
Oc1ccc2nc3nc4ccc[nH]c4cc3c2c1 | 69 | 109 | 86 | 133 | 92 | 101 | 100 | 97 | 101
CN(C)CCCN(Cc1ccccc1O)C(=S)Nc1ccccc1 | 93 | 93 | 98 | 106 | 98 | 94 | 104 | 101 | 118
COc1ccc(C2C3CC4C(OC(=O)C42)C3I)cc1 (stereo not drawn) | 94 | 99 | 110 | nt | 116 | 98 | 103 | 107 | 120
CC1CCN(CN2N=C3c4ccsc4CCCC3CC2=O)CC1 (stereo not drawn) | 97 | 164 | 102 | 106 | 108 | 95 | 94 | 101 | 106
COc1ccc2oc3c4[nH]c5ccccc5c4c4c(c3c2c1)C(=O)NC4=O | 49 | 96 | 86 | 90 | 96 | 93 | 104 | 82 | 82
COC(=O)[C@H]1Cc2c[nH]c3cccc(c23)N(C)[C@@H](C(C)C)C(=O)N1 | 85 | 102 | 97 | 89 | 96 | 106 | 96 | 98 | 109
CC(C=O)Cc1ccc(C2CCCCC2)cc1 (stereo not drawn) | 86 | 104 | 102 | 101 | 91 | 108 | 97 | 101 | 104
CN(C)N=Nc1nn(C(=O)Nc2ccc(Cc3ccccc3)cc2)c2cc(Cl)ccc12 | 91 | 62 | 73 | nt | 108 | 92 | 109 | 91 | 111

Other structures follow.
SMILES,UO-31,SF-295,PC-3,TK-10,U251,SF-539,786-0,SN12C,DU-145
O=C1C(=O)c2c(nc3ncccn23)-c2ccccc21,-98*,-98*,-4.3*,-52*,-84*,-98*,-95*,-82*,-97*
COc1ccc(C(Cc2ccccc2)NCCNCCO)cc1 (stereo not drawn),82,95,80,77,96,97,76,100,108
CC(C)(C)n1cc(-c2ccnc(NCCCNS(=O)(=O)c3ccc(F)cc3)n2)c(-c2ccc(Cl)c(O)c2)n1,85,108,54,137,86,96,94,81,87
Cc1ccc2nc(SCc3cc(=O)oc4ccc(C)cc34)[nH]c2c1,89,98,96,123,105,100,nt,99,100
COc1cccc(-c2nc3sccn3c2-c2ccnc(NCCNC(=O)c3cc(N4CCOCC4)cc(C(F)(F)F)c3)n2)c1,60,84,66,nt,100,101,74,89,95
C=S(=C)(N)c1ccc(Nc2c(C#N)c(OCC)[nH]c(=S)c2C#N)cc1,80,103,85,98,102,99,106,99,113
CCOC(=O)/C=C(/C)Nc1ccc(Cl)cc1,90,98,89,107,98,106,101,95,113
C=CS(=O)(=O)c1ccccc1,95,101,93,110,101,103,106,103,111
CCN(Cc1ccc(S(=O)(=O)O)cc1)c1cccc(C)c1,72,nt,nt,122,99,98,100,80,109
CCCCNC(=O)C(C)C,92,98,92,106,100,101,97,109,111
O=C(CSc1nnc(-c2ccc(-c3nc4ccc(Cl)cc4[nH]3)cc2)o1)Nc1ccc(Cl)cc1,31,28,-24*,74,-74*,-95*,-40*,-12*,6.2*
O=C1NCC(=O)N2[C@@H](c3ccccc3)SC[C@@H]12,98,97,101,90,nt,101,107,104,112
CC(C)CCC(=O)c1ccco1,82,108,93,115,102,123,98,102,127
O=[N+]([O-])/C(=C/C=C/c1ccccc1)c1ccccc1,-44*,91,44,91,37,37,-7.7*,67,26
Cc1cc(CN(C)C)c(O)c(C(=O)O)c1,95,100,103,96,103,100,105,104,108

Fetched by compound from the list above (4):
SMILES,UO-31,SF-295,PC-3,TK-10,U251,SF-539,786-0,SN12C,DU-145
O=C1C(=O)c2c(nc3ncccn23)-c2ccccc21,-98*,-98*,-4.3*,-52*,-84*,-98*,-95*,-82*,-97*
CCCCNC(=O)C(C)C,92,98,92,106,100,101,97,109,111
CCOC(=O)/C=C(/C)Nc1ccc(Cl)cc1,90,98,89,107,98,106,101,95,113
Cc1ccc2nc(SCc3cc(=O)oc4ccc(C)cc34)[nH]c2c1,89,98,96,123,105,100,nt,99,100

The main list resumes with the four entries that preceded the break.
SMILES,UO-31,SF-295,PC-3,TK-10,U251,SF-539,786-0,SN12C,DU-145
O=C1NCC(=O)N2[C@@H](c3ccccc3)SC[C@@H]12,98,97,101,90,nt,101,107,104,112
CC(C)CCC(=O)c1ccco1,82,108,93,115,102,123,98,102,127
O=[N+]([O-])/C(=C/C=C/c1ccccc1)c1ccccc1,-44*,91,44,91,37,37,-7.7*,67,26
Cc1cc(CN(C)C)c(O)c(C(=O)O)c1,95,100,103,96,103,100,105,104,108
COc1ccc(C2=NN(C(=O)c3ccc(S(N)(=O)=O)cc3)C(c3ccc(OC)c(OC)c3)C2)c(OC)c1 (stereo not drawn),82,107,97,111,100,97,105,102,112
CC(C)(C)C(=O)/C=C/c1ccccc1,77,109,110,97,96,94,106,98,112
Oc1ccccc1/C=N/c1[nH]c(=S)nc2oc(-c3ccccc3)c(-c3ccccc3)c12,67,102,95,120,88,92,95,95,104
CCCCCCN1C(=O)C2C/C(=C\N(C)C)C(=O)N2C1N(C)C (stereo not drawn),86,96,90,90,99,92,93,103,101
CCCCCC(=O)N1CCCCCC1,90,111,92,105,nt,95,112,113,104

Among those listed so far, three contain a tert-butyl group.
SMILES,UO-31,SF-295,PC-3,TK-10,U251,SF-539,786-0,SN12C,DU-145
CC(=O)N(C)C1CCc2c(sc(NC(=O)c3ccc(C(C)(C)C)cc3)c2C(N)=O)C1 (stereo not drawn),89,44,46,106,52,80,91,71,59
CC(C)(C)n1cc(-c2ccnc(NCCCNS(=O)(=O)c3ccc(F)cc3)n2)c(-c2ccc(Cl)c(O)c2)n1,85,108,54,137,86,96,94,81,87
CC(C)(C)C(=O)/C=C/c1ccccc1,77,109,110,97,96,94,106,98,112

Rows were taken by chance. Share with any hit: about 10%.
